# Screening results as filed in PubChem.
# CBFb-RUNX1 inh = blocks binding between human CBF-beta and RUNX1 | AlphaScreen CBFb-His/RUNX1-biotin binding, biochemical | Potency, µM (series often up to 59.8 µM), for the others: at the highest dose activity, negative = inhibition, most hits filed as inhibitors | AID 1477 | 230,000 tested, under 10 active; also: % of control where 0% means no effect
# Target sequence (Q01196 whole entry, looked up): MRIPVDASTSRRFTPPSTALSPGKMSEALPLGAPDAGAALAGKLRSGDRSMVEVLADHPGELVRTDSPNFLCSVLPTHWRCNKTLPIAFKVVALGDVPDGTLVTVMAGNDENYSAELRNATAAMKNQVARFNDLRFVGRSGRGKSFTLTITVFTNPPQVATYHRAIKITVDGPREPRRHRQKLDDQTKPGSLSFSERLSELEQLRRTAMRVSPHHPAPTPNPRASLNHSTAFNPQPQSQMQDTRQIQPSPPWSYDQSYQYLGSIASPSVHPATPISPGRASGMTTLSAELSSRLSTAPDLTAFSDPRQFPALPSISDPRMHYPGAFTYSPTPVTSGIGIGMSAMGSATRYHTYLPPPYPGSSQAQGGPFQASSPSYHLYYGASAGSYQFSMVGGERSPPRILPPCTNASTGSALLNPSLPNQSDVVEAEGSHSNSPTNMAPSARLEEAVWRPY
# Target sequence (Q13951 whole entry, looked up): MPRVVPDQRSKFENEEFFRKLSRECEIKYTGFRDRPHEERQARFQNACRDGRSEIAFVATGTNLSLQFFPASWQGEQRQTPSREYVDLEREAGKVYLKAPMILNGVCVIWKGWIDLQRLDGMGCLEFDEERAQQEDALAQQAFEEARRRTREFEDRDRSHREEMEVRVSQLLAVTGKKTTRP
#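 Proteins preincubated together for 20 min at RT before compound addition; 15 min later, nickel and streptavidin beads were added and left 90 min prior to AlphaScreen measurement.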
# Epigenetic derep = epigenetic control regulation, reporter derepression; murine LDR cells, GFP reporter derepression, 30 h; Potency, µM (top dose mostly 53.9 µM), for inactives: at the top dose GFP activation, usual class: activators; 280,000 tested, 0.2% active; AID 1865; also: potency is read from the fitted curve at half-maximal effect; % of control where 0% means no effect; nearly all actives have a fitted effect of over 60% in size
#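 Murine LDR cells carrying a silenced, genomically integrated CMV-driven GFP reporter were exposed to compound for 30 hours at 37 C. After PBS washes, GFP-positive cells (20–120 um objects) were counted by laser-scanning microplate cytometry.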
# IMPase Li cell = cell-permeable IMPase inhibitors with lithium potentiation; Potency, µM (titrated, usually from 59.4 µM), inactives show top-dose activity, negative = IMPase inhibition, actives largely listed as inhibitors; CHO-M1 cells, IP1 TR-FRET (IP-One), carbachol + lithium; AID 1457; 210,000 tested, 0.35% active;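 also: IP1 builds up when IMPase is blocked and the TR-FRET signal falls; potency is read from the fitted curve at half-maximal effect; plate controls were basal vehicle for no effect and high inhibitor control for full effect; nearly all actives have a fitted effect of over 50% in size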
#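 CHO-M1, 2000 cells/well, 16–30 h culture; cpd + low Li+, 30 min 37C; lysis with d2-IP1/Eu-anti-IP1 Ab, 10 min RT; TR-FRET 665/620 ratio and 620 channel; AC50 via Hill.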
# LMNA splice mod = modulators of lamin A splicing; Potency, µM (series often up to 46.1 µM), for the others: at the highest dose ratio change, negative = inhibition, actives largely listed as inhibitors; 200,000 tested, 0.01% active; HeLa LMNA splicing GFP/RFP minigene ratio, 48 h; AID 1487; active = well fitted inhibition curve with a large enough effect in the signal ratio, with a control signal flat, not every such curve was filed as active; inconclusive = small, poorly fitted or top-dose-only effect, or effect the other way, or a change in a side signal; the % refers to the signal ratio; also: potency is read from the fitted curve at half-maximal effect; % is scaled to controls: 0 for no effect and ±100 for the full control effect
#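 Read-out is the ratio of GFP to DsRed2 object intensity, acquired by 488 nm laser-scanning cytometry on HeLa lamin A-EGFP minigene reporter cells. Compound incubation 48 hrs at 37 °C in Opti-MEM with 2% FBS; DMSO 0.5% final.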
# Luc counter = blocks Kinase-Glo luciferase, a counter-screen artifact; Q27757; Kinase-Glo luciferase, ATP luminescence, 8 min; Potency, µM (doses to about 38.3 µM), for inactives: at the highest dose activity change, negative = inhibition, hits mostly inhibitors; 200,000 tested, 0.28% active; also: potency is read from the fitted curve at half-maximal effect; % is scaled to controls: 0 for no effect and ±100 for the full control effect; nearly all actives have a fitted effect of over 60% in size
#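 Substrate mix (final 50 mM imidazole pH 7.2, 50 mM KCl, 7 mM MgCl2, 10 uM ATP, 0.01% Tween 20, 0.05% BSA) plus pin-tool compound, then Kinase-Glo detection mix; 8 min ambient, luminescence read.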
# NPSR antag = blocks cAMP signaling of the human neuropeptide S receptor | Q6W5P4 | CHO-NPSR cells, cAMP TR-FRET, antagonist mode | Potency, µM (series often up to 38.3 µM), without a hit: at the top dose activity change, negative = inhibition, hits mostly inhibitors | 220,000 tested, 1% active | AID 1461; also: potency is read from the fitted curve at half-maximal effect; % is scaled to controls: 0 for no effect and ±100 for the full control effect; nearly all actives have a fitted effect of over 50% in size; many of its hits are not listed in these tables
# Target sequence (Q6W5P4 whole entry, looked up): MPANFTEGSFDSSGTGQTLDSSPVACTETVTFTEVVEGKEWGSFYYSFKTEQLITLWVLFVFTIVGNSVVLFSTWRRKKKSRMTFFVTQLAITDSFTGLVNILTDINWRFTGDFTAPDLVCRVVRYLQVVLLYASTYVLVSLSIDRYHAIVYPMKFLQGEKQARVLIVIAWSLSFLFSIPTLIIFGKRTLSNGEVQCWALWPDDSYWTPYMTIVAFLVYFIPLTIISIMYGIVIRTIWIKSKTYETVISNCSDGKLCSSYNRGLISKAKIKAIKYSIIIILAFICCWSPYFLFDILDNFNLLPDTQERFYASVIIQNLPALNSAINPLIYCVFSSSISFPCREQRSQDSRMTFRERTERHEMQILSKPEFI
# HttQ103 aggreg = reduces HttQ103-GFP aggregates in PC12 cells; PC12 HttQ103-GFP aggregates, Acumen cytometry, 40 h; Potency, µM (series often up to 46.1 µM), for inactives: at the top dose activity change, negative = inhibition, hits mostly inhibitors; 220,000 tested, 1.1% active; also: potency is read from the fitted curve at half-maximal effect; % is scaled to controls: 0 for no effect and ±100 for the full control effect; nearly all actives have a fitted effect of over 60% in size
#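 Ecdysone-promoter PC12 model expressing HTT exon 1 Q103 fused to GFP, induced by tebufenozide at 100 nM final. Compounds titrated; aggregates sized 1–25 µm scored on a 488 nm laser cytometer.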
# Numbers without * were called inactive; ? = inconclusive; . = not tested or not shown; & = joins results of further samples; [ ] = remark or other dose. Unless noted, calls follow the shape of the dose curve; as a rule, active = well fitted curve in the direction sought with a large enough effect; inconclusive = small, poorly fitted or top-dose-only effect, or another doubt; inactive = no such curve, though single readings can be large; an effect the other way counts as inactive or inconclusive. A portion of the library, so the mix of outcomes need not match the whole.
canonical_smiles | CBFb-RUNX1 inh | Epigenetic derep | IMPase Li cell | LMNA splice mod | Luc counter | NPSR antag | HttQ103 aggreg
COC(=O)C1=C(C(=O)OC)[C@@H]2N(C)c3ccc(OC)cc3[C@@]23C[C@@H](C(=O)OC)N(S(=O)(=O)c2ccc(OC)cc2)C3=N1 | ? | -0.1% | 5.0% | 5.3%[9.22 µM] | -3.7%[7.66 µM] | 1.3% | 9.0%[9.22 µM]
Cc1cc(Cl)c(OCCN2C(=O)NC(C)(C)C2=O)c(Br)c1 | 0.1% | -1.3% | -2.5%[38.3 µM] | -6.2% | 2.8% | -9.1%[46.1 µM] | 2.1%
CC1(C)Cc2c(c(=S)nc(-c3ccccc3)n2Cc2cccnc2)CO1 | -2.3% | 0.1% | . | . | . | 11.5% | 0.0%[9.22 µM]
COc1ccccc1C1C(C#N)=C(N)Oc2cc(C)n(Cc3ccccn3)c(=O)c21 (stereo not drawn) | 1.7% | -1.8% | 3.6%[38.3 µM] | 4.7% | 2.0% | -8.5%[46.1 µM] | 11.7%
O=C(COc1ccccc1)NCC(c1cccs1)N1CCOCC1 (stereo not drawn) | -1.1% | 2.4% | 15.2% | 1.1% | -2.2% | 1.1%[46.1 µM] | -12.3%
CC1=C(C#N)C(c2cccnc2)C2=C(CC(C)(C)CC2=O)N1 (stereo not drawn) | -8.0% | 14.5% | -5.8%[38.3 µM] | 2.2% | -3.5% | 0.8%[46.1 µM] | -5.2%
CC(C)CCn1cnc2c(cnn2-c2ccc(F)cc2)c1=O | -0.5% | 0.0% | 1.9%[38.3 µM] | ? | -6.6% | -16.8%[46.1 µM] | -32.0%
O=C(O)c1nccnc1C(=O)Nc1ccccc1-c1ccccc1 | -21.5% | -0.2% | . | . | . | 13.0% | -31.7%[9.22 µM]
CCCC(C(=O)O)N1C(=O)/C(=C/c2cccn2C)SC1=S (stereo not drawn) | -12.4% | 0.0% | 29.8% | -18.3% | 0.9% | -12.8%[46.1 µM] | ?
O=C(COC(=O)CC1CC2CCC1C2)Nc1cccc(S(=O)(=O)NC2=NCCCCC2)c1 (stereo not drawn) | 7.4% | 9.1% | 3.0% | 15.5%[9.22 µM] | 3.4% | 3.6% | 7.5%
CCOc1ccc(N(CC(=O)NCCC2=CCCCC2)S(=O)(=O)c2ccccc2)cc1 | 19.2% | 1.5% | . | . | . | 53.8% | 3.7%
CC#CC(=O)N1CCC(CCc2ccccc2)(C(=O)OCC)CC1 | 25.7% | 1.1% | 4.1% | . | . | -2.4% | -11.0%[9.22 µM]
CC1CCN(C(=O)Nc2cccc(NC(=O)N3CCC(C)CC3)c2)CC1 | -12.3% | -0.8% | -5.2%[38.3 µM] | ? | -4.0% | -3.7%[7.67 µM] | -4.7%
CN1c2ccccc2C(C)(C)C12CC(c1ccc(S(=O)(=O)N3CCCCC3)cc1)=NO2 (stereo not drawn) | -12.7% | -1.1% | -8.5% | ? | 2.1% | 3.8% | -23.1%
O=C1C2C3C=CC(C4CC34)C2C(=O)N1/N=C/c1ccc(-c2ccccc2[N+](=O)[O-])o1 (stereo not drawn) | -21.1% | 0.0% | 3.1%[38.3 µM] | -12.5% | 0.7% | -18.8%[46.1 µM] | 25.1µM*
Nc1nc(CSc2ncn(-c3ccccc3)n2)cs1 | 0.6% | 0.0% | 32.8%[38.3 µM] | 0.6% | -0.8% | -0.2%[46.1 µM] | 3.6%
CCOC(=O)/C(C#N)=C1/CCCCCN1C | 3.0% | 4.9% | 13.7%[38.3 µM] | -1.6% | -0.4% | 12.9%[7.67 µM] | 7.5%
COc1ccccc1CNc1ccc(C(=O)O)cc1 | 2.9% | -0.3% | 30.9%[activator][38.3 µM] | 12.7% | 2.4% | -7.9%[46.1 µM] | 12.6%[9.22 µM]
CCOC(=O)Nc1ccc2c(c1)Sc1ccccc1N2C(=O)CCN1CCOCC1 | -29.7% | 1.0% | -2.1%[38.3 µM] | ? | 1.8% | -2.5%[46.1 µM] | 11.1%
Cc1cc(N)ccc1S(C)(=O)=O | -5.6% | 0.0% | -2.5% | -8.1% | 5.7% | 24.4%[46.1 µM] | -11.2%
CCCCN(C)CCCNC(=O)Cn1c(=O)sc2ccccc21 | 5.1% | 0.0% | 7.1%[38.3 µM] | 0.7% | 0.7% | 9.6%[46.1 µM] | ?
COc1cc(OC)cc(C(=O)NCc2ccc(-n3cccc3)cc2)c1 | 2.1% | 3.4% | 16.2% | -4.9%[9.22 µM] | -0.3% | -17.0% | 22.3%
Cc1ccc(S(=O)(=O)c2c(COC(=O)c3ccccc3Cl)c(-c3ccccc3)nn2C)cc1 | 0.2% | -1.6% | 5.6%[38.3 µM] | 8.9% | 2.6% | -26.6%[46.1 µM] | 9.7%[9.22 µM]
Nc1nc(-c2ccc(Cl)cc2)nnc1-c1ccc(Br)cc1 | 3.2% | ? | ? | 22.3%[46 µM] | -3.2% | ? | -1.7%[9.22 µM]
Cc1ccc2cc(/C=C(\C#N)C(N)=O)c(N3CCCCC3)nc2c1 | -2.9% | -1.2% | -10.1% | ? | -0.8% | -17.3% | -16.9%
Cc1cccc(C(=O)N[C@H](C(=O)Nc2cccc(S(=O)(=O)N3CCCC3)c2)C(C)C)c1 | 5.8% | 3.0% | . | . | . | -19.6% | -1.8%[9.22 µM]
COc1ccc(CCCc2nnc(SCC(=O)Nc3nccs3)n2C)cc1C | 8.9% | -0.6% | 12.8%[38.3 µM] | ? | 0.1% | -11.0%[46.1 µM] | -5.8%
Cn1ccnc1C1CCCCN1C(=O)c1cc(COc2ccc(F)cc2Cl)on1 (stereo not drawn) | -2.7% | -3.8% | 26.0% | ? | 0.5% | -4.0% | -4.8%[9.22 µM]
CCSc1ccccc1C(=O)Nc1cc(OC)c(OC)c(OC)c1 | -1.1% | -0.8% | 2.1% | 10.0%[46 µM] | -1.3% | 11.5% | 16.3%
CNc1nc2cc([N+](=O)[O-])c([N+](=O)[O-])cc2nc1NC | -1.8% | -1.0% | -7.4% | ? | -1.0% | 8.5% | -18.0%

# Part of the list above in order of formula weight, descending.
canonical_smiles | CBFb-RUNX1 inh | Epigenetic derep | IMPase Li cell | LMNA splice mod | Luc counter | NPSR antag | HttQ103 aggreg
COC(=O)C1=C(C(=O)OC)[C@@H]2N(C)c3ccc(OC)cc3[C@@]23C[C@@H](C(=O)OC)N(S(=O)(=O)c2ccc(OC)cc2)C3=N1 | ? | -0.1% | 5.0% | 5.3%[9.22 µM] | -3.7%[7.66 µM] | 1.3% | 9.0%[9.22 µM]
CN1c2ccccc2C(C)(C)C12CC(c1ccc(S(=O)(=O)N3CCCCC3)cc1)=NO2 (stereo not drawn) | -12.7% | -1.1% | -8.5% | ? | 2.1% | 3.8% | -23.1%
Nc1nc(-c2ccc(Cl)cc2)nnc1-c1ccc(Br)cc1 | 3.2% | ? | ? | 22.3%[46 µM] | -3.2% | ? | -1.7%[9.22 µM]

# Later entries
# Below each SMILES – CBFb-RUNX1 inh	Epigenetic derep	IMPase Li cell	LMNA splice mod	Luc counter	NPSR antag	HttQ103 aggreg
- CCOC(=O)c1sc2ncn(C(CC)C(=O)OC)c(=O)c2c1C (stereo not drawn)
→ 1.4%	1.3%	37.4%[activator][38.3 µM]	0.9%	-1.5%	-15.4%[46.1 µM]	-9.8%
- COc1cc2nc(COc3ccc(C#N)cc3)n(CC#N)c(=O)c2cc1OC
→ 4.2%	-2.8%	-5.0%[38.3 µM]	10.5%	-8.7%	-25.3%[46.1 µM]	-22.9%
- C(#CC1CCCC1)c1ccc2c(c1)COc1c3ccccc3nn1-2
→ 12.9%	1.3%	.	.	.	-3.7%	5.4%[9.22 µM]
- CCCCCCCCCCCCCCCCCCCCCCO
→ 1.8%&15.1%	0.0%	5.9%	-22.0%	0.6%[39.9 µM]	.	-7.0%
- OCCn1c(SCCOc2ccccc2)nc2ccccc21
→ 2.1%	-9.0%	13.5%[38.3 µM]	20.4%	-3.0%	-2.0%[46.1 µM]	-10.7%
- CCOC(=O)N1CCC(NC(=O)C2CCCCN2S(=O)(=O)c2ccc(F)cc2)CC1 (stereo not drawn)
→ 0.5%	1.0%	-0.3%[38.3 µM]	-2.4%	4.2%	11.5%[46.1 µM]	-15.3%
- CCOC(=O)C1=NNC(C(=O)c2ccccc2)C1c1ccc(Cl)cc1 (stereo not drawn)
→ 2.1%	-1.0%	.	.	.	-37.1%	-20.5%[9.22 µM]
- Cc1ccc2nc(SCC(=O)c3c(N)n(C)c(=O)n(C)c3=O)[nH]c2c1
→ 4.6%	-2.7%	0.8%	-9.8%[46 µM]	-2.5%	-5.8%	23.6%
- Nc1nc(-c2cccc(F)c2)cs1
→ -0.7%	1.1%	1.7%	1.9%[46 µM]	-6.0%	-7.6%	10.0%[9.22 µM]
- Cc1cc(C)nc(SCC(=O)NC2=NN=C(c3ccc(Br)cc3)CS2)n1
→ -21.6%	?	9.5%[38.3 µM]	?	1.0%	-18.4%[46.1 µM]	?
- CC(C)CC1(C)NC(=O)NC1=O (stereo not drawn)
→ 16.1%	-0.2%	-3.2%[38.3 µM]	-1.7%	-2.4%	-15.9%[46.1 µM]	11.0%
- Cc1ccc(C(C)C)c(OCCCN2CC(C)OC(C)C2)c1 (stereo not drawn)
→ 6.6%	-0.8%	17.5%[38.3 µM]	7.6%	-0.3%	2.3%[46.1 µM]	-23.2%
- N=c1sccn1CC(=O)N1N=C(c2ccc(Cl)cc2)CC1c1ccco1 (stereo not drawn)
→ 13.3%	-2.7%	1.2%	.	-4.1%	-25.0%	-4.9%
- COc1ccc(NC(=O)C2CCN(C(=O)c3cccs3)CC2)cc1OC
→ -1.9%	-1.0%	19.2%[38.3 µM]	-9.5%	-2.3%	?	14.3%

# An excerpt from above in order of the NPSR antag value, smallest number first.
Molecule	NPSR antag
Nc1nc(-c2cccc(F)c2)cs1	-7.6%
Cc1ccc2nc(SCC(=O)c3c(N)n(C)c(=O)n(C)c3=O)[nH]c2c1	-5.8%
C(#CC1CCCC1)c1ccc2c(c1)COc1c3ccccc3nn1-2	-3.7%
